TDP1 cell noCPT: qHTS for Inhibitors of human tyrosyl-DNA phosphodiesterase 1 (TDP1): qHTS in cells in absence of CPT | DT40 Tdp1-/- hTDP1 cells, no CPT, ATP luminescence, 48 h | Potency, µM (top dose mostly 46.2 µM), without a hit: at the top dose activity change, negative = growth inhibition, usual class: inhibitors | 15% of 420,000 active | AID 686978, 2013; note: nearly all actives have a fitted effect of over 55% in size
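Camptothecin absent (DMSO only). Human TDP1-complemented DT40 knockout cells, 400 cells/well, 37 °C for minimum 48 hr; ATP measured via CellTiter-Glo, 30 min dark incubation, luminescence.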
KAT2A inh: blocks human GCN5L2 histone acetyltransferase; GCN5L2 HAT assay, ThioGlo1 CoA-SH fluorescence; Potency, µM (doses to about 58.9 µM), without a hit: top-dose activity change, negative = inhibition, hits mostly inhibitors; 0.21% of 390,000 active; AID 504327
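Preincubate 20nM GCN5L2 with compound 15 min, RT → add 50uM ThioGlo1 + 75uM H3(1-25) + 70uM acetyl-CoA → read fluorescence 0 and 20 min. Primary qHTS; fluorescent artifacts likely.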
TDP1 block: blocks human tyrosyl-DNA phosphodiesterase 1; 0.28% of 350,000 active; recombinant TDP1, AlphaScreen DNA substrate cleavage; Potency, µM (titrated, usually from 130 µM), inactives show top-dose activity change, negative = inhibition, most hits filed as inhibitors; note: nearly all actives have a fitted effect of over 40% in size
Target sequence (Q9NUW8 whole entry, looked up): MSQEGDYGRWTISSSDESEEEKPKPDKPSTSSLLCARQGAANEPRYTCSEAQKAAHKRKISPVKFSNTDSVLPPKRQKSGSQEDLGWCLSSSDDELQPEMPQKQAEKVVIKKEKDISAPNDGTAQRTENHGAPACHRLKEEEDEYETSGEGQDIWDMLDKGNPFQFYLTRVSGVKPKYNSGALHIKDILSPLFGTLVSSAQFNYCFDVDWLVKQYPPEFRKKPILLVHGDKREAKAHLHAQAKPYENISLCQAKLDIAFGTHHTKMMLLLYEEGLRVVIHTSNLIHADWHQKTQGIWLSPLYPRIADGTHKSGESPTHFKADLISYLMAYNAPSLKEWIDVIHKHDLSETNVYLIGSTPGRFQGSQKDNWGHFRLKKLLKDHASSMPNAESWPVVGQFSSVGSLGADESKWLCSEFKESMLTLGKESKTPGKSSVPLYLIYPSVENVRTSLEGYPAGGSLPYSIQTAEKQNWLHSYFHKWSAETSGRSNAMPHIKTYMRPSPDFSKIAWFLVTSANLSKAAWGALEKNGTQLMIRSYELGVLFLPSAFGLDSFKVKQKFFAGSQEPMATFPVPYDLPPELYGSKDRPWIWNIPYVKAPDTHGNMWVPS
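AlphaScreen read-out: signal falls as enzyme removes the 3' tyrosine-FITC from a 5'-biotinylated DNA oligo (15 nM, 5 min, RT). Enzyme was E. coli-made recombinant Tdp1 at 1 nM, exposed to compound for 15 min beforehand; beads 10 ug/ml, 10 min.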
* hit, by the source's call; & = joins results of further samples; ! = repeats disagree; [ ] = dose if it differs, or a comment. Calls come from the whole dose curve; as a rule, active = well fitted curve in the direction sought with a large enough effect; inconclusive = small, poorly fitted or top-dose-only effect, or another doubt; inactive = no such curve, though single readings can be large; an effect the other way counts as inactive or inconclusive. % is set by controls: 0 for no effect and ±100 for the full control effect; potency is the fitted concentration of half-maximal effect. The list is partial, so the mix of outcomes need not match the whole.

`O=C(COCc1cc(-c2ccc3c(c2)OCO3)on1)N1CCN(c2cccc(C(F)(F)F)c2)CC1` gave TDP1 cell noCPT 23.1µM*!, KAT2A inh -9.0%&-14.4% and TDP1 block 0.5%&-3.7%.
`CC(=O)NC1CCCc2c1cnn2-c1ccc(C(C)(C)C)cc1` (stereo unspecified) gave TDP1 cell noCPT inconclusive and KAT2A inh -6.0%.
For Cc1ccc(NC(=O)CSc2nc3c([nH]c4ccccc43)c(=O)n2-c2ccccc2)c(C)c1 the results were TDP1 cell noCPT 16.4µM*, KAT2A inh 1.5% and TDP1 block -9.9%.
Cc1ccc(O)c(/C=N/NC(=O)C2=NNC(c3ccccc3)(c3ccccc3)C2)c1 was read as KAT2A inh -8.1% and TDP1 block 4.2%[56.1 µM].
`CCOC(=O)c1c(C)[nH]c(C(=O)NNC(=O)c2ccc(C(C)(C)C)cc2)c1C` gave TDP1 cell noCPT inconclusive, KAT2A inh -5.5% and TDP1 block 0.6%.
For CCOc1ccc(=O)n(-c2ccccc2)n1 the results were TDP1 cell noCPT 1.2%, KAT2A inh 0.8% and TDP1 block 2.5%.
Screening Cc1ccccc1C(=O)NCCN=C1NS(=O)(=O)c2ccccc21 returned TDP1 cell noCPT 17.6%, KAT2A inh -0.5% and TDP1 block 2.5%.
Screening COc1ccc(-c2csc(NC(C)=O)n2)cc1OC returned TDP1 cell noCPT -22.1%, KAT2A inh -2.7% and TDP1 block 7.0%.
For Cc1c(Cl)cccc1NC(=O)CN1C(=O)c2ccccc2Sc2ncccc21 the results were TDP1 cell noCPT inconclusive, KAT2A inh -4.0% and TDP1 block -2.6%.
For Cc1cc(C)cc(OCC(=O)O/N=C(\N)c2cccnc2)c1 the results were TDP1 cell noCPT -30.2% and KAT2A inh -3.1%.

Next section; the last 4 above are carried over.
Screening Cc1ccccc1C(=O)NCCN=C1NS(=O)(=O)c2ccccc21 returned TDP1 cell noCPT 17.6%, KAT2A inh -0.5% and TDP1 block 2.5%.
Screening COc1ccc(-c2csc(NC(C)=O)n2)cc1OC returned TDP1 cell noCPT -22.1%, KAT2A inh -2.7% and TDP1 block 7.0%.
For Cc1c(Cl)cccc1NC(=O)CN1C(=O)c2ccccc2Sc2ncccc21 the results were TDP1 cell noCPT inconclusive, KAT2A inh -4.0% and TDP1 block -2.6%.
For Cc1cc(C)cc(OCC(=O)O/N=C(\N)c2cccnc2)c1 the results were TDP1 cell noCPT -30.2% and KAT2A inh -3.1%.
Screening O=C(CSc1nc2ncccc2[nH]1)Nc1ccccc1-c1ccccc1 returned TDP1 cell noCPT -14.0%, KAT2A inh -3.5% and TDP1 block 0.2%.
`CCN(CC)CCNC(=O)c1c(C)n(-c2ccccc2)c2cc(Br)c(OC)cc12` gave TDP1 cell noCPT 18.4µM*, KAT2A inh -1.5% and TDP1 block 4.1%.
`CC(=O)/C(=N/Nc1ccccc1Cl)Sc1nnc(C(O)c2ccccc2)n1-c1ccccc1` (stereo unspecified) gave TDP1 cell noCPT 3.5%, KAT2A inh -2.7% and TDP1 block 5.5%.
S=C(NC1CCCCC1)N(CCc1ccccc1)CCc1ccccc1 was read as TDP1 cell noCPT inconclusive, KAT2A inh 2.3% and TDP1 block -5.5%.
Screening O=C1SCC(c2ccc(Cl)cc2Cl)=NN1Cc1nnc(-c2ccccc2)o1 returned TDP1 cell noCPT inconclusive, KAT2A inh -4.1% and TDP1 block 0.0%.
Screening COc1ccccc1CC(=O)N1CCN(S(=O)(=O)c2cccs2)CC1 returned TDP1 cell noCPT -19.4%, KAT2A inh -19.1% and TDP1 block 6.1%.
Screening Cc1ccc(SCC(=O)OCC(=O)N(CC(C)C)c2c(N)n(Cc3ccccc3)c(=O)[nH]c2=O)c(C)c1 returned TDP1 cell noCPT inconclusive, KAT2A inh 0.2% and TDP1 block 0.1%.
`CC(C)NC(=O)C(c1ccc(F)cc1)N(Cc1ccco1)C(=O)CCC(=O)Nc1ccccn1` (stereo unspecified) gave TDP1 cell noCPT -3.7%, KAT2A inh 0.7% and TDP1 block 5.9%.
Cc1nccn1CC(=O)N/N=C/c1cccs1 was read as TDP1 cell noCPT 0.5%, KAT2A inh -8.3% and TDP1 block -1.4%.
`Cc1cccc(NC(=O)CCC2CCN(C(=O)C3CC=CCC3)CC2)c1` (stereo unspecified) gave TDP1 cell noCPT 11.6µM*, KAT2A inh -3.4% and TDP1 block 2.1%.
For COC(=O)c1ccc(NC(=O)Cn2c(-c3nonc3N)nc3ccccc32)cc1 the results were TDP1 cell noCPT -13.1%&-3.8%, KAT2A inh -3.0%&-1.6% and TDP1 block -2.1%&0.0%.
Screening O=C(Nc1ccc(C(=O)NCC2CCN(Cc3ccccc3F)CC2)cc1)C1=CSCCO1 returned TDP1 cell noCPT -12.0%, KAT2A inh -29.4% and TDP1 block 1.2%.
O=C(Cn1ncc2c1-c1ccccc1OC2)Nc1ccc(Cl)cn1 was read as TDP1 cell noCPT inconclusive, KAT2A inh -7.3% and TDP1 block 7.6%.
COc1ccc(NC(=S)NC2CCCCC2)c(OC)c1 was read as TDP1 cell noCPT inconclusive, KAT2A inh -7.4% and TDP1 block 6.0%.
CC(=O)Nc1ccc(S(=O)(=O)Nc2nc(-c3ccc(C(C)(C)C)cc3)cs2)cc1 was read as TDP1 cell noCPT -17.4%, KAT2A inh -5.4% and TDP1 block 6.9%.
Cc1ccc(N(C(=O)Nc2ccccc2)C2=NCCC2)cc1 was read as TDP1 cell noCPT inconclusive and KAT2A inh -5.8%.
For O=C(Nc1ccnn1C1CCN(C(=O)c2ccc(F)c(Cl)c2)CC1)C1CC1 the results were TDP1 cell noCPT -19.0%, KAT2A inh -3.0% and TDP1 block 3.9%.
CCCc1cc(=O)[nH]c(SCCN2C(=O)c3ccccc3C2=O)n1 was read as TDP1 cell noCPT 4.6%, KAT2A inh -2.9% and TDP1 block 3.6%.
`COc1cccc(OCCn2c(-c3ccc(Br)cc3)nc3ccccc3c2=O)c1` gave TDP1 cell noCPT -7.0% and KAT2A inh 14.7%.
`Cn1ncc2c1ncn1nc(CCc3ccccc3)nc21` gave TDP1 cell noCPT -24.4%, KAT2A inh -8.9% and TDP1 block 3.9%.
For Nn1c(SCC(=O)Nc2ccc3c(c2)OCO3)nnc1-c1cccc(Cl)c1 the results were TDP1 cell noCPT -17.0%, KAT2A inh -6.6% and TDP1 block 0.0%.
COc1ccc(OC)c(NC(=O)CC2C(=O)NCCN2C(=O)Nc2cccc(Cl)c2)c1 (stereo unspecified) was read as TDP1 cell noCPT -14.1%, KAT2A inh -7.3% and TDP1 block 5.6%.
O=C(CCNC(=O)c1ccc(Br)cc1)NCc1ccncc1 was read as TDP1 cell noCPT -6.9%, KAT2A inh 2.6% and TDP1 block 0.4%.
`O=c1c2ccccc2nc2ccc(N3CCOCC3)nn12` gave TDP1 cell noCPT -29.6%, KAT2A inh -11.6% and TDP1 block 4.3%.
`N#Cc1ccc(CSC2=NCCN2)cc1` gave TDP1 cell noCPT 23.1µM*, KAT2A inh -0.2% and TDP1 block 4.6%.
Cc1ccc(Cn2c(C3CCCN3c3nc(C)cs3)nc3cc(C(F)(F)F)ccc32)cc1 (stereo unspecified) was read as TDP1 cell noCPT 20.6µM* and KAT2A inh -6.6%.
Screening Cc1ccc2c(c1)N(C(=O)CCC(=O)NC1CCN(Cc3ccccc3)CC1)CC(C)O2 (stereo unspecified) returned TDP1 cell noCPT inconclusive and KAT2A inh 1.9%.
O=C(Cc1ccc(Cl)c(Cl)c1)Nc1ccccc1N1CCCC1 was read as TDP1 cell noCPT inconclusive, KAT2A inh -16.5% and TDP1 block 7.2%.
Cc1cc(C)cc(C(=O)NCCN2CCOCC2)c1 was read as TDP1 cell noCPT -4.8%, KAT2A inh -9.7% and TDP1 block 1.9%.
COc1cc2ccccc2cc1C(=O)N(CCN(C)C)c1nc2c(OC)ccc(OC)c2s1 was read as TDP1 cell noCPT inconclusive, KAT2A inh -5.1% and TDP1 block 14.6%.

Reprinted at random: two entries already listed, in no set order.
CCCc1cc(=O)[nH]c(SCCN2C(=O)c3ccccc3C2=O)n1 was read as TDP1 cell noCPT 4.6%, KAT2A inh -2.9% and TDP1 block 3.6%.
S=C(NC1CCCCC1)N(CCc1ccccc1)CCc1ccccc1 was read as TDP1 cell noCPT inconclusive, KAT2A inh 2.3% and TDP1 block -5.5%.

Further structures follow:
Screening [O-][n+]1c2cc(C(F)(F)F)ccc2c2n1CCN=C2c1ccc(Cl)cc1 returned TDP1 cell noCPT inconclusive, KAT2A inh -3.6% and TDP1 block 6.7%.
For O=C(NCCCN1CCOCC1)C(C(=O)NCCCN1CCOCC1)c1ncc(C(F)(F)F)cc1Cl the results were TDP1 cell noCPT 16.9%, KAT2A inh -7.9% and TDP1 block 0.0%.
CCN1CCN(Cc2cc(=O)oc3ccc(C)cc23)CC1 was read as TDP1 cell noCPT -8.7%, KAT2A inh -4.9% and TDP1 block 1.4%.
For Cc1nnc(NC(=O)CC(CN(C)S(=O)(=O)c2ccccc2)c2ccccc2)s1 (stereo unspecified) the results were TDP1 cell noCPT -21.2%, KAT2A inh 0.2% and TDP1 block 0.0%.
Cc1cccc(C)c1-n1c(C)nn(CC#N)c1=O was read as TDP1 cell noCPT -12.3%, KAT2A inh -9.1% and TDP1 block -2.6%.
`CCOc1ccc(-c2nonc2NC(=O)c2oc3c(C)c(C)ccc3c2C)cc1OCC` gave TDP1 cell noCPT 16.4µM*, KAT2A inh -3.4% and TDP1 block 6.1%.
Screening CCOC(=O)C1=C(C)NC(=O)NC1c1ccc(N(C)C)cc1 (stereo unspecified) returned TDP1 cell noCPT -5.3%, KAT2A inh -0.9% and TDP1 block -1.0%.
Screening O=C(CN(Cc1ccco1)C(=O)c1ccccc1F)Nc1ccccc1C(F)(F)F returned TDP1 cell noCPT -18.7%, KAT2A inh -6.4% and TDP1 block -3.2%.
CC1CCC(N2CCN(S(C)(=O)=O)CC2)CC1 (stereo unspecified) was read as TDP1 cell noCPT -0.6%, KAT2A inh -0.8% and TDP1 block 0.5%.
`CN1CCN(C(=O)CSc2nc(-c3ccncc3)ccc2C#N)CC1` gave TDP1 cell noCPT -2.0%, KAT2A inh -0.9% and TDP1 block 6.2%.
For CCCCC(CC)CNC(=O)CN1C(=O)NC2(CCc3ccccc32)C1=O (stereo unspecified) the results were TDP1 cell noCPT inconclusive, KAT2A inh 1.3% and TDP1 block -2.1%.
Screening COCCNC(=S)N(Cc1cccs1)Cc1cc2cccc(C)c2[nH]c1=O returned TDP1 cell noCPT inconclusive, KAT2A inh -26.2% and TDP1 block 7.3%.
Clc1ccc(-c2c[n+]3c(n2-c2ccccc2)SCC3)cc1 was read as TDP1 cell noCPT inconclusive, KAT2A inh -1.6% and TDP1 block 3.6%.
For CC(C)CNC(=O)CSc1nc(-c2cccs2)cc(C(F)(F)F)n1 the results were TDP1 cell noCPT inconclusive, KAT2A inh 0.6% and TDP1 block 0.1%[56.1 µM].
CCOC(=O)c1c(N)nn(C(=O)c2ccccc2F)c1-c1ccc(OC)cc1 was read as TDP1 cell noCPT inconclusive, KAT2A inh -8.6% and TDP1 block -6.2%.
For CCC(C)NS(=O)(=O)c1ccc(OCC(=O)NCc2ccccn2)cc1 (stereo unspecified) the results were TDP1 cell noCPT -4.0%, KAT2A inh -2.1% and TDP1 block -7.2%.
`Cc1nc2sccn2c(=O)c1S(=O)(=O)NCCc1ccccc1` gave TDP1 cell noCPT -9.8% and KAT2A inh -13.8%.
Screening Cc1ccc(CS(=O)(=O)Cc2ccc(C(=O)NCc3cccnc3)o2)cc1 returned TDP1 cell noCPT -25.9%, KAT2A inh -5.7% and TDP1 block 5.2%.
Screening O=C(C1CC1)N1CCc2cc(Br)cc(S(=O)(=O)N3CCOCC3)c21 returned TDP1 cell noCPT inconclusive, KAT2A inh 7.8% and TDP1 block 1.1%.
For C=CCOC(=O)C1=C(C)Nc2nnnn2C1c1cccc(OC)c1OC (stereo unspecified) the results were TDP1 cell noCPT -25.8%, KAT2A inh 2.1% and TDP1 block 9.8%.
Screening CC(/C=C1\NC(=S)NC1=O)=C\c1ccccc1 returned TDP1 cell noCPT inconclusive, KAT2A inh -3.2% and TDP1 block 1.2%.
`COc1ccc(C(=O)Nc2ccccc2Cc2ccccc2)c(OC)c1` gave TDP1 cell noCPT inconclusive, KAT2A inh -5.9% and TDP1 block 0.0%.
For Cc1c(C(=O)N/N=C/c2ccccc2)sc(=S)n1C the results were TDP1 cell noCPT -21.8%, KAT2A inh -8.0% and TDP1 block 3.1%.
CCn1c(=O)cc(SCC(=O)Nc2ccc3c(c2)OCO3)c2ccccc21 was read as TDP1 cell noCPT -2.5%, KAT2A inh -1.0% and TDP1 block 9.1%.
Screening c1ccc(CN2CCN(c3ncccn3)CC2)nc1 returned KAT2A inh 3.8% and TDP1 block 1.2%.
Screening CSc1nsc(/C=C/Nc2ccc(O)cc2C)c1C#N returned TDP1 cell noCPT inconclusive, KAT2A inh -12.4% and TDP1 block 10.8%.

Screening results (PubChem)
